Assay outcomes (PubChem BioAssay)
HTR5A ag = activates human HTR5A in OPRM1-OPRD1 agonist counter-screen; P47898; AID 504692; HTR5A agonist assay, luminescence, cell-based; activation, % at 9.3 µM; hit rate 0.61% among 340,000; in the data active means activation mostly above about 9.5%, no sharp cut-off; inactive means mostly below about 7.6%;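 further: 0% = cells with vehicle only and 100% = reference agonist; strong numbers were not always called active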
PfHsp90 yeast 2 = inhibits growth of yeast expressing Plasmodium falciparum Hsp90 | inhibition, % at 9.4 µM | hit rate 0.32% among 310,000 | AID 504621 | S. cerevisiae expressing PfHsp90, BacTiter-Glo ATP, 48 h; yeast lacking PDR1 and PDR3 efflux regulators;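 active means every replicate shows inhibition above about 80%, whatever the replicate mean, limit read from the data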;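 further: 0% = DMSO neutral controls and 100% = 20 µM radicicol positive controls; yeast relying on Plasmodium falciparum Hsp90 in place of its own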
HTR5A inv ag = counter-screen for OPRM1-OPRD1 inverse agonists: human HTR5A inverse agonism. inhibition, % at 9.3 µM. HTR5A cell line, luminescence. P47898. hit rate 0.083% among 340,000. AID 504634; in the data active means inhibition mostly above about 23%, no sharp cut-off; inactive means mostly below about 18%;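 further: 0% = cells with DMSO and 100% = no-cell wells with DMSO; some compounds called inactive have numbers as strong as hits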
Mot1-301 SUMO = blocks SUMOylation pathway, rescuing yeast Mot1-301 growth | S. cerevisiae Mot1-301 growth rescue, ATP luminescence, 38.5C; percent above DMSO median, 100 means doubled | growth rescue, % at 18.8 µM | hit rate 1% among 320,000 | AID 2716;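 active means every valid replicate shows activation above 250% relative to neutral control wells; inactive means the rest, any valid replicate at or below 250%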;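 further: OY570 slx delta 5 strain wells were the positive control but not used for scaling; some compounds called inactive have numbers as strong as hits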
E coli growth = reduces bacterial viability in AddAB counter-screen; AID 449728; E. coli V3065 growth, OD600 absorbance, 18 h; hit rate 0.27% among 330,000; inhibition, % at 11.9 µM;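 active means inhibition above the campaign's mean inhibition across all tested compounds plus 3 SD, cut at about 9.9% in these data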;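 further: uninfected addAB+ strain grown without phage in ampicillin broth; 0% = DMSO wells and 100% = ciprofloxacin 0.95 µg/ml wells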
AddAB inh = less growth of phage-infected E. coli with AddAB | E. coli expressing H. pylori AddAB, absorbance growth | inhibition, % at 11.9 µM | hit rate 0.29% among 330,000; in the data active means inhibition above about 12%;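 further: 0% = vehicle wells of infected cells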
OPRM1-OPRD1 ag = OPRM1-OPRD1 heterodimerization agonism; P35372+P41143; cells, luminescence; activation, % at 9.3 µM; hit rate 0.3% among 340,000; in the data active means activation above about 18%;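 further: 0% = vehicle-treated cells and 100% = reference agonist; values of inactives mirror those of a sister screen read the other way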
Target sequence (P35372 whole entry, looked up): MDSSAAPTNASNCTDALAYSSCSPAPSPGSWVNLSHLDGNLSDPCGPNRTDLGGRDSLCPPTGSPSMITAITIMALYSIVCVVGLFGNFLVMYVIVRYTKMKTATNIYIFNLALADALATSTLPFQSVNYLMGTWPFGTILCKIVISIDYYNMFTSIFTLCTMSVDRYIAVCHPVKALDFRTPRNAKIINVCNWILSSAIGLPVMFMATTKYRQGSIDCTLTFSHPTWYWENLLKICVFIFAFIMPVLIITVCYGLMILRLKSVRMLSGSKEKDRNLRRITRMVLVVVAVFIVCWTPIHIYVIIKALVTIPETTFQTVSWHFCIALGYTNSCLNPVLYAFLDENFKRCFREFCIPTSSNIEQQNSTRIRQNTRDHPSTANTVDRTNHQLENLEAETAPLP
Target sequence (P41143 whole entry, looked up): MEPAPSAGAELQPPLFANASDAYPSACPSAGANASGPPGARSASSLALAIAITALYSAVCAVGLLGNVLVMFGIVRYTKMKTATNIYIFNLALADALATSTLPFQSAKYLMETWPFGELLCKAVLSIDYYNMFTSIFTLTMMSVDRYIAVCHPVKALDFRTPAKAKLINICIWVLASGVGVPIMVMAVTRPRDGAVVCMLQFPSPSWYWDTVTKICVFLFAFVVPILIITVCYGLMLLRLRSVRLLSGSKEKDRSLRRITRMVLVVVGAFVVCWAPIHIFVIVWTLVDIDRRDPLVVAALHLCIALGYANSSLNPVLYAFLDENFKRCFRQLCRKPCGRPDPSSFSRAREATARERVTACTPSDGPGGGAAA
Pemphigus Ab inh = human desmoglein-3 autoantibody binding inhibition. P32926. DSG3-coupled beads, scFv-anti-DSG3-GFP binding, flow cytometry; stronger effect = lower value. binding (percent of control), % at 10 µM. hit rate 0.48% among 310,000;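 active means binding more than 3 SD below its plate's average and above zero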;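 further: hits lower antibody fragment binding to DSG3; some compounds called inactive have numbers as strong as hits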
PKA-R1A activ = PKA-R1A complex activation. P00514+P68181. PKA-R1A dissociation, Cy5-IP20 fluorescence polarization; scaled: DMSO 0%, 113 µM cGMP 100%. activation, % at 11.4 µM. hit rate 0.083% among 340,000. AID 504707;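 active means percent activation above the mean of all tested compounds plus 3 SD, cut at about 19% in these data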;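 further: higher means more PKAc released from R1A so a rise in polarization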
phage Ecoli inh = E. coli growth loss with phage present; hit rate 0.26% among 360,000; growth absorbance; inhibition, % at 11.9 µM; in the data active means inhibition above about 11%
MOR-DOR inv ag = mu-delta opioid heterodimer inverse agonism | P35372+P41143 | cell-based MOR-DOR heterodimer luminescence | inhibition, % at 9.3 µM | hit rate 0.21% among 340,000 | AID 504357; in the data active means inhibition above about 22%, passing the limit was not always enough;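 further: 0% = cells with DMSO and 100% = wells without cells with DMSO; values of inactives mirror those of a sister screen read the other way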
An asterisk follows results filed as active; x = not tested or not shown.

SMILES	HTR5A ag	PfHsp90 yeast 2	HTR5A inv ag	Mot1-301 SUMO	E coli growth	AddAB inh	OPRM1-OPRD1 ag	Pemphigus Ab inh	PKA-R1A activ	phage Ecoli inh	MOR-DOR inv ag
COCCNC(=O)Cn1cc(C=C2C(=O)NC(=O)NC2=O)c2ccccc21	2	-7	-6	-19	-0.9	0.7	-1.2	99	3	2.5	6
COc1cc([C@H]2OC[C@H]3[C@@H]2CO[C@@H]3c2cc(OC)c(O[C@@H]3O[C@H](CO)[C@@H](O)[C@H](O)[C@H]3O)c(OC)c2)cc(OC)c1O[C@H]1O[C@@H](CO)[C@H](O)[C@@H](O)[C@@H]1O	3	2	-10	-7	-1.5	-0.8	0.7	95	0	2.9	-4
CCCCc1nc2ccccc2c(=O)n1-c1ccc(O)cc1	-2	7	-8	4	0.8	0.8	1.5	99	-1	0.3	-8
O=c1[nH]c(=S)[nH]c(O)c1N=Nc1cccc(S(=O)(=O)N2CCOCC2)c1	0	28	1	-1	-1.4	3.9	-2.8	106	3	-0.9	14
COC(=O)CN1C(=O)C2(C(C(=O)OC)=C(N)Oc3ccccc32)C2=C1CC(C)(C)CC2=O (centres undefined)	-1	x	6	4	-0.1	1.7	2.2	107	6	2.8	-12
Clc1ccccc1CN1CCN(c2ccccc2Cl)CC1	-1	-8	-13	22	0.0	0.4	-1.2	103	-3	2.4	7
CC(C)C12CN3CC(C(C)C)(CN(C1)C3c1cccnc1)C2=O (centres undefined)	-2	-36	4	31	2.3	2.1	-2.4	83	-5	2.5	13
CCNC(=O)[C@H]1O[C@@H](n2cnc3c(N)ncnc32)[C@H](O)[C@@H]1O	5	-5	-17	82	-0.8	-1.3	-0.2	116	-3	3.3	1
CCOc1ccc(C=C2C(=O)NC(=S)NC2=O)cc1OCC	-2	x	8	x	x	x	-3.1	93	6	0.5	17
CCOc1cc2c(cc1OCC)-n1cccc1C(c1ccccc1OC)NC2 (centres undefined)	2	12	-8	-19	-2.2	0.7	-2.6	102	-7	0.2	12
CCN1C[C@]2(COC)CC[C@H](O)[C@@]34C5C[C@@H]6[C@@H](OC)C[C@@](O)(C5[C@H]6O)[C@](O)([C@@H](OC)C23)[C@@H]14 (some centres undefined)	3	-6	3	-4	0.7	3.7	-2.3	102	-15	-2.1	12
OCCOc1ccccc1	-2	17	3	-16	-1.3	1.3	-2.9	100	-10	3.4	15
OC(Cc1ccccc1)(c1ccccc1)C1CN2CCC1CC2 (centres undefined)	-6	20	-24	286	0.6	-2.7	0.8	110	3	0.9	-5
COC(=O)C1=C(c2ccc(OCc3ccccc3)cc2)C[C@@H]2CC[C@H]1N2C(=O)NCCN1CCOCC1	1	6	7	-1	-0.3	1.1	-2.1	107	-10	0.8	12
COC(=O)C1=C(c2ccc(F)cc2OCc2ccccc2)C[C@@H]2CC[C@H]1N2C(=O)N1CCC(C)CC1	-4	23	-7	1	-3.2	-0.4	1.2	98	-6	x	-7
COC(=O)C1=C(c2c(C)noc2C)C[C@@H]2CC[C@H]1N2C(=O)N1CCc2cc(OC)c(OC)cc2C1	4	-18	17	6	0.5	2.6	-2.1	99	5	x	12
Nc1nc(SCCC(F)=C(F)F)n[nH]1	2	13	-4	7	0.2	2.4	0.7	105	-5	4.9	-4
CCN(CC)C(=O)c1ccc(NC(=S)NC(=O)CCc2ccccc2)cc1	-2	3	3	-3	-1.8	1.8	-3.2	101	-9	1.8	18
O=C1NC(=S)NC(=O)C1Cc1ccccc1	0	19	2	x	x	x	-5.8	99	1	-0.1	26
CC(C)c1ccc(N2C(=O)CC(=O)NC2=O)cc1	3	-2	-9	-12	-1.0	-1.3	-5.5	126	-4	-0.6	24
CCN(CC)P(=O)(c1nccn1C)N(CC)CC	-2	-1	13	-10	0.7	-0.8	-1.7	100	-5	2.8	9
CCCCn1c(O)c(C(CC)=NCCN2CCOCC2)c(=O)[nH]c1=O	11	-10	-35	-10	-0.1	0.6	-0.6	98	-3	-0.4	3
COc1ccc(OC)c(N=Cc2c(O)n(Cc3ccccc3)c(=S)[nH]c2=O)c1	-1	0	11	-7	-2.0	-3.0	-1.0	101	-1	3.4	5
O=c1[nH]c(=O)n(Cc2ccco2)c(O)c1C=NCCN1CCNCC1	0	-43	1	3	-0.3	-0.6	-1.3	x	6	2.9	6
Cc1cccc(-n2c(C)nc3ccccc3c2=O)n1	-3	5	-11	-5	-0.3	-0.9	-2.2	114	-9	0.5	13
Other compounds follow.
SMILES	HTR5A ag	PfHsp90 yeast 2	HTR5A inv ag	Mot1-301 SUMO	E coli growth	AddAB inh	OPRM1-OPRD1 ag	Pemphigus Ab inh	PKA-R1A activ	phage Ecoli inh	MOR-DOR inv ag
COc1cc(OC)cc(-n2nc(C(=O)N3CCC4(CC3)OCCO4)c3ccccc3c2=O)c1	2	-2	-9	1	0.5	2.7	-1.1	98	-11	2.1	4
COc1ccc(CNCC(=O)N2CCC3(CC2)OCCO3)cc1	8	2	7	-4	-0.9	-4.2	-0.4	97	-1	0.2	2
O=C1CCN(C(=O)C(Cl)Cl)N1	4	-21	11	-12	1.6	-1.7	-0.1	99	-7	2.6	1
O=P(Nc1ccccc1Cl)(c1ccccc1)c1nc2c(s1)CCCC2 (centres undefined)	-2	-7	-1	-19	-3.6	-1.4	-4.6	99	-3	1.1	21
S=P(N1CCCCCC1)(N1CC1)N1CC1	-2	30	8	x	x	x	-1.1	90	-7	1.9	5
N#CC1c2ccccc2-n2nncc2CN1Cc1cc(Cl)cc(Cl)c1 (centres undefined)	-8	-30	28	x	x	x	-2.0	98	-8	3.7	9
CN1C(=O)/C(=C\c2ccc(N3CCCCC3)o2)C(=O)NC1=S	3	x	0	252	0.4	-0.7	-3.9	179	-4	3.2	21
c1ccc(CCc2ccc3n2Cc2cnnn2-c2ccccc2-3)cc1	2	-56	-5	x	x	x	1.6	104	-8	0.6	-8
COc1ccc2oc3c(c2c1)NC(=O)CN=C3c1ccccc1	1	5	3	194	0.5	-1.6	0.8	105	-6	3.6	-4
c1cc2c(cc1[C@H]1OCC3C1CO[C@@H]3c1ccc3c(c1)OCO3)OCO2 (some centres undefined)	-5	22	5	x	0.3	0.6	1.0	103	4	3.2	-5
O=C1NC(=S)NC(=O)C1c1ccccc1	1	-2	-2	x	x	x	-2.5	122	2	2.9	13
CC1CN1P(=O)(Oc1ccccc1)N1CC1C (centres undefined)	0	-11	-1	x	x	x	-1.2	94	-1	-0.4	6
O=C(Cc1ccc(Br)cc1)N1CCN(Cc2ccccc2)CC1	-1	16	0	378	0.0	-0.5	-0.2	98	4	2.2	1
Cn1c(O)c(C=NCCN2CCNCC2)c(=O)n(C)c1=O	4	x	-10	-6	-2.3	-0.6	-0.6	x	-5	3.4	3
CC(C)n1c(=O)c(C=Nc2ccc(F)cc2)c(O)n(Cc2ccco2)c1=O	0	-5	11	-15	-1.6	-1.4	-0.9	80	3	4.9	5
O=C(OC1CC2CCC(N2)C1C(=O)O)c1ccccc1 (centres undefined)	-6	x	13	x	-0.4	2.0	1.0	102	8	2.5	-4
CN1CCC(OC(=O)C2c3ccccc3Oc3ccccc32)CC1	-2	14	7	20	-1.1	-0.9	-0.1	107	-4	2.4	0
O=C(CCC(=O)N1C[C@H]2C[C@@H](C1)c1cccc(=O)n1C2)NCc1ccc(F)cc1	3	-17	-15	-19	1.2	0.8	-1.3	97	-2	2.9	7
CC1(C)CN=C(NCc2ccccc2Cl)S1	-2	x	-6	-18	1.6	3.4	0.3	96	-8	1.8	-2
O=P1(NC2CCCC2)COc2ccccc2OC1	7	9	-7	-9	-2.3	0.7	-2.0	106	2	2.9	12
O=C(Cn1ncc2c3ccccc3n(Cc3ccccc3F)c2c1=O)N1CCC2(CC1)OCCO2	10	-17	-26	7	0.8	1.6	-1.2	x	3	2.6	7
CCN1C(=O)NC(=O)C2(CCCC2)C1=O	-3	26	10	x	x	x	-3.0	118	-3	2.2	15
Cc1cc(OCC(=O)N2CCC(C(=O)O)CC2)c2c3c(c(=O)oc2c1)CCC3	-1	-17	-1	-4	1.5	4.9	-2.4	98	-7	5.4	12
CCC1CN2CCc3cc(OC)c(OC)cc3C2CC1CC1NCCc2c1[nH]c1ccc(O)cc21 (centres undefined)	-3	-38	11	x	x	x	7.5	89	3	2.5	-33
CC(C)C[C@H](NC(=O)[C@@H]1CCCN1C(=O)[C@@H](N)Cc1ccc(O)cc1)C(=O)NCC(N)=O	-4	-4	15	-14	-1.5	-2.5	-0.4	x	-15	2.6	2

Copied from the list.
Under HTR5A ag, CC(C)n1c(=O)c(C=Nc2ccc(F)cc2)c(O)n(Cc2ccco2)c1=O has the entry 0
Under Mot1-301 SUMO, O=C(Cc1ccc(Br)cc1)N1CCN(Cc2ccccc2)CC1 has the entry 378

The list goes on.
SMILES	HTR5A ag	PfHsp90 yeast 2	HTR5A inv ag	Mot1-301 SUMO	E coli growth	AddAB inh	OPRM1-OPRD1 ag	Pemphigus Ab inh	PKA-R1A activ	phage Ecoli inh	MOR-DOR inv ag
CN1CCN(C(=O)Cc2ccccc2)CC1	1	-8	12	-11	-1.2	0.8	-0.7	111	14	1.9	4
C1=NCCc2c1[nH]c1ccccc21	3	9	-3	-3	-0.5	4.3	0.4	119	3	3.9	-2
COc1cccc(CCNCc2cccc(C(F)(F)F)c2)c1	3	-32	-9	-1	0.0	2.8	2.0	119	-4	4.3	-10
CCN(CCNc1ccc([N+](=O)[O-])c2cccnc12)S(=O)(=O)c1ccc(Cl)cc1	0	5	0	9	0.0	2.0	-3.4	96	-14	1.6	15
C[C@H]1CCCC(=O)CCC/C=C/c2cc(O)cc(O)c2C(=O)O1	-4	-30	-24	9	-1.6	-1.6	2.9	102	-9	2.6	-16
COC(=O)C1=C(c2ccc(OC(F)(F)F)cc2)C[C@@H]2CC[C@H]1N2C(=O)NCCO	5	-9	-14	9	1.2	0.6	-2.0	99	-2	1.1	9
CCc1cccc(CC)c1N(COC)C(=O)CCl	7	7	-26	x	x	x	-4.1	111	-10	0.9	20
COC(=O)C1=Nc2ccccc2/C1=C\c1c(O)n(-c2ccc(OC)cc2)c(=O)[nH]c1=O	1	-18	-11	20	-1.3	0.1	-2.4	97	-7	2.2	13
Clc1ccc(OCC#CCN2CCCCCC2)cc1	0	-1	-11	2	2.4	2.3	-0.6	98	-8	2.5	3
CC(ON1CC1(C(F)(F)F)C(F)(F)F)(C(N)=O)C(N)=O (centres undefined)	4	14	-11	-9	1.3	3.7	-3.1	100	-13	3.4	14
O=C(Nc1cccc(Cl)c1)OC1CN2CCC1CC2 (centres undefined)	-1	6	0	60	4.3	8.0	6.7	108	-4	9.1	-35
COc1cccc(N2CCN(Cc3ccc(Cl)cc3)CC2)c1	6	4	31	-6	-0.7	2.8	0.5	95	-1	x	-3
COc1ccc(C(C)=O)cc1CC(C(=O)c1ccc(Br)cc1)N(C)C (centres undefined)	2	10	-6	7	-2.4	2.4	-0.7	103	7	2.8	4
COc1ccc(-n2c(C)cc(C(=O)C[N+]34CCN(CC3)CC4)c2C)cc1	4	-21	25	-3	0.7	2.9	0.6	110	3	0.6	-3

The list is partial. The share of hits here may be higher or lower than overall.
